From PubChem BioAssay
HCV core dimer: HCV core protein dimerization inhibition; hit rate 0.33% among 300,000; AID 1899; inhibition, % at 5 µM; TR-FRET GST/Flag-core106 dimerization, 1536-well;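 active means inhibition above the mean of all tested compounds plus 3 SD, set per screening campaign, cut at about 45% in these data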
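Assay system: tagged HCV core106 pair (GST and Flag); medium: KF-containing HEPES buffer, pH 7.45, DTT, CHAPS, BSA; also added: Eu donor and XL665 acceptor anti-tag antibodies; dosing: 5 µM single dose; timing: compound-protein-antibody incubation 4 h at 22.5 °C; signal: TR-FRET 671 and 617 nm emission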
TPT1 inhibitor: blocks Candida albicans tRNA 2'-phosphotransferase. hit rate 0.81% among 300,000. recombinant caTPT1, FP RNA substrate dephosphorylation. inhibition, % at 5 µM. AID 1962;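 active means inhibition above the mean of all tested compounds plus 3 SD, set per screening campaign, cut at about 24% in these data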;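 further: plate controls were DMSO alone for no effect and ferristatin control at 100 nM for full effect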
procasp3 activ: procaspase-3 (human) activation. P42574. recombinant procaspase-3 D3A, Ac-DEVD-pNA absorbance 405 nm. activation, % at 8.5 µM. hit rate 0.11% among 330,000. AID 463141;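 active means activation above the mean of all tested compounds plus 3 SD, cut at about 21% in these data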;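 further: 0% = DMSO alone and 100% = DMSO wells spiked with extra 5 µM PC-3 D3A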
Target sequence (P42574 whole entry D9A/D28A/D175A): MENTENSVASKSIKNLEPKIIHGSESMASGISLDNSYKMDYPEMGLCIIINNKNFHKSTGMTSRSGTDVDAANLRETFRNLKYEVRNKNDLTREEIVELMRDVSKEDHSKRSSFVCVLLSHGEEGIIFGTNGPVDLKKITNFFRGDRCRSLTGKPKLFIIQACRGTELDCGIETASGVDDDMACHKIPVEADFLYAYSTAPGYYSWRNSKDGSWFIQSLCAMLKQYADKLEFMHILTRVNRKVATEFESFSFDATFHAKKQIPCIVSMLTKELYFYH
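Assay system: Procaspase-3 D3A mutant, all three cleavage aspartates alanine. Buffer or medium: Zinc-free HEPES saline buffer with Triton X-100. Times: 1 h compound preincubation, 2 h substrate hydrolysis at 25 °C. Measured by: 405 nm absorbance of p-nitroaniline, reads at 0 and 120 min. Read-out basis: percent activation relative to control range. Replicates: singlicate.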
PP5 inh: inhibitors of human protein phosphatase 5 (PP5). inhibition, % at 6.7 µM. hit rate 0.18% among 320,000. purified PP5c, OMFP substrate fluorescence. P53041;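 active means inhibition above the campaign's mean inhibition across all tested compounds plus 3 SD, cut at about 9.5% in these data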;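 further: 0% = DMSO only and 100% = 100 µM cantharidin control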
Efflux pump inh: inhibitors of Candida antifungal efflux pumps expressed in yeast | hit rate 0.44% among 330,000 | inhibition, % at 10 µM | S. cerevisiae Candida pump triplex, Nile Red efflux;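 active means plate passing quality check with inhibition over a set limit, or well fluorescence over plate mean plus 4 SD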;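 further: Nile Red retained in pooled yeast measured as flow cytometry median fluorescence; 0% = buffer negative control and 100% = Enniatin B positive control; higher means more Nile Red kept so more efflux inhibition; some compounds called inactive have numbers as strong as hits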
Fh CTSL1 inh: counter-screen for PFM18AAP inhibitors: inhibitors of F. hepatica cathepsin L1 | recombinant F. hepatica cathepsin L1, Z-Leu-Arg-MCA fluorescence | inhibition, % at 5.96 µM | hit rate 0.49% among 300,000 | AID 1906;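 active means inhibition above the mean of all tested compounds plus 3 SD, set per screening campaign, cut at about 17% in these data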;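 further: 0% = plate median of test compound wells and 100% = 1 µM Z-Phe-Ala-diazomethylketone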
PP1 inh: PP1-alpha (human) inhibition in PP5 counter-screen | P62136 | AID 2235 | hit rate 0.9% among 320,000 | inhibition, % at 6.7 µM | purified PP1alpha, OMFP fluorescence;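 active means inhibition above the mean inhibition of all tested compounds plus 3 SD, computed separately for each screening campaign, cut at about 15% in these data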
Target sequence (P62136 whole entry, looked up): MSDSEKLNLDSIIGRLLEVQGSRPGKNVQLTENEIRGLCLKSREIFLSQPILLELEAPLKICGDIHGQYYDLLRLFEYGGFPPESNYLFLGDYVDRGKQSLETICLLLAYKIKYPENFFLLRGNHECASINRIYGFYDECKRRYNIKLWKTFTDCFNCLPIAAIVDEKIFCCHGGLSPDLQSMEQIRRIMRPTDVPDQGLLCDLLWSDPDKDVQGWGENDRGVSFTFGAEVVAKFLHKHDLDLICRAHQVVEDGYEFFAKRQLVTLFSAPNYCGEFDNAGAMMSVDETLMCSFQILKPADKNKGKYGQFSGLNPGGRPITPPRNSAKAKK
procasp7 counter: counter-screen: procaspase-7 (human) activation; P55210; recombinant procaspase-7, Ac-DEVD-pNA absorbance 405 nm; D23A/D198A/D206A triple mutant, cannot self-cleave; scale: DMSO 0, 5 µM enzyme 100; activation, % at 8.5 µM; hit rate 0.093% among 330,000;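 active means percent activation above the screen-wide mean plus 3 SD, cut at about 25% in these data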
Target sequence (P55210 whole entry D23A/D198A/D206A): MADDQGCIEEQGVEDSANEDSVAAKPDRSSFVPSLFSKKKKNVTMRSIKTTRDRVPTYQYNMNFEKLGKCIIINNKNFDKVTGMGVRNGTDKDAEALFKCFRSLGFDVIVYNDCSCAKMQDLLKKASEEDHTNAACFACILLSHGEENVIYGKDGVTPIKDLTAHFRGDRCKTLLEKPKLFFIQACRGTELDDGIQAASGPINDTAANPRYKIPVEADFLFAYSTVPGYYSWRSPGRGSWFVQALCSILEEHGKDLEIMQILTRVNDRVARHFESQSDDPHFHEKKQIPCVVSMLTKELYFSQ
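buffer or medium = Zinc-free HEPES/NaCl buffer, pH 7.4 | material = Procaspase-7 triple mutant (PC-7 D3A) | input = 2 µM procaspase-7 mutant as dispensed | signal = Epi-absorbance of released pNA at 405 nm, two timepoints | timing = 1 h preincubation, 2 h reaction | replicates = singlicate compound testing | evaluation = % activation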
JMJD2C inh: blocks human GASC-1 demethylase activity; Q9H3R0; GST-JMJD2C(1-420) H3K9me3 demethylation, DELFIA europium; inhibition, % at 2.35 µM; hit rate 0.069% among 330,000;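 active means more than half of a compound's replicate wells show inhibition beyond 50%, single wells judged on their own value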;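 further: signal counts dimethyl H3K9 product captured on neutravidin plate; 0% = median of DMSO wells and 100% = 0.3 times that DMSO median; strong numbers were not always called active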
* = called active by the depositor; nt = no result given.

SMILES	HCV core dimer	TPT1 inhibitor	procasp3 activ	PP5 inh	Efflux pump inh	Fh CTSL1 inh	PP1 inh	procasp7 counter	JMJD2C inh
CN1CCN(CC(=O)Nc2cc(N3CCOCC3)ccc2[N+](=O)[O-])CC1	-6.8	5.1	-2.8	2.9	0.8	2.1	-9.4	-9.8	-4.5
CCOC(=O)[C@@H]1[C@H]2COc3cc(OC)ccc3[C@@H]2N2C(=O)N(c3ccc(F)cc3)C(=O)[C@]12C	5.4	4.6	0.1	1.9	-0.1	-0.2	-2.5	-5.0	1.0
COc1ccc(CN(CC2CCC(C(=O)O)CC2)C(=S)Nc2ccccc2OC)cc1 (stereo not given)	3.4	-1.0	-10.8	-1.8	0.1	2.1	0.3	-6.2	-15.8
COc1ccc(-c2csc(NC(=O)c3ccc(S(=O)(=O)N4CCc5ccccc5C4)cc3)n2)cc1	27.6	4.6	4.2	-1.2	-0.1	3.8	5.9	2.1	0.4
COc1ccc([C@H]2[C@H](C(=O)OC(C)(C)C)N3N=Cc4ccccc4C3C23C(=O)c2ccccc2C3=O)cc1OC (stereo not given in full)	3.3	1.7	5.3	3.9	-0.8	-0.1	-0.8	-6.3	20.9
Cc1noc(C)c1COC(=O)CCCOc1ccc(Cl)cc1Cl	1.4	0.0	-0.6	1.4	0.0	1.5	1.0	4.7	2.6
O=C(CC(Nc1ccc(Cl)cc1Cl)C(=O)O)c1ccccc1 (stereo not given)	4.5	0.1	-25.1	-1.3	0.0	-1.6	0.3	-28.9	4.9
COC(=O)Nc1nn(Cc2ccccc2F)cc1Br	0.8	0.2	-1.0	2.8	0.0	3.4	-0.1	5.6	9.1
COC(=O)Cn1c(O)c(N=NC(=O)CNC(=O)COc2cccc(C)c2)c2ccccc21	2.1	-0.9	-0.4	-2.4	-0.2	2.4	1.7	1.5	9.0
Fc1cccc(Cl)c1CSc1nnc(-c2ccncc2)o1	0.6	1.5	5.8	0.4	0.1	-7.7	0.4	-6.1	4.0
CCC(C)NC(=O)COc1ccc(OCc2ccccc2)cc1 (stereo not given)	0.2	1.7	8.1	2.4	-0.1	5.0	3.1	-0.8	-27.4
CNC(=O)c1[nH]cnc1C(=O)Nc1ccc(F)cc1	1.1	-0.2	7.0	0.7	-0.1	-2.2	-3.2	10.3	1.1
O=C1CCC(C(=O)Nc2ccccc2)N1 (stereo not given)	-1.3	-4.0	-4.8	0.7	0.0	-1.2	-2.8	10.5	4.2
CC(C)[C@H](NC(=O)OCc1ccccc1)C(=O)OCc1cc(=O)oc2cc(O)ccc12	17.9	0.1	-0.3	4.4	0.1	-7.6	0.6	6.7	1.1
OC(COc1cc(Cl)c(Cl)cc1Cl)CN1CCN(c2ncccn2)CC1 (stereo not given)	2.9	-1.4	-6.3	4.4	0.4	1.2	-1.4	10.9	1.0
O=C(NCCNC(=O)c1ccco1)c1ccco1	-12.8	-6.3	6.8	1.2	0.0	4.2	4.4	-2.1	8.1
CCC[n+]1c2ccccc2cc2ccccc21	-8.1	-4.1	-20.7	-3.6	-0.5	11.6	25.2*	-20.1	6.3
CC(=O)c1cccc(NC(=O)N2CCCC2C(=O)Nc2c(C)cccc2C)c1 (stereo not given)	1.8	-1.0	1.7	-0.9	0.0	-1.1	-5.3	-4.6	-9.0
CN(CC(=O)Nc1sccc1C#N)C1CCCCC1	51.4*	2.2	-2.1	0.0	0.0	1.5	5.5	-0.7	1.6
COc1ccc(CN2CC(C(N)=O)Oc3ccccc32)cc1F (stereo not given)	5.5	1.8	1.5	0.4	0.0	-1.8	-1.9	-8.1	7.9
O=C(CSc1nc(-c2ccccc2)nc2ccc(F)cc12)Nc1cccc(C(=O)O)c1	17.3	-4.1	-2.6	2.4	0.1	4.4	-1.3	-0.5	13.6
N#Cc1nc(COc2ccccc2Cl)oc1N1CCCC1	3.5	0.4	9.9	1.4	0.3	-2.2	1.7	-0.1	-1.1
O=C(Nc1nnc(CC2=CCCCC2)s1)c1cccs1	7.4	-2.6	0.4	1.0	0.0	1.1	1.3	7.1	-3.3
C[n+]1nc(Nc2ccccc2)sc1-c1ccc(O)cc1	-2.1	1.5	-12.1	-3.9	0.0	-0.6	-1.4	-8.0	-5.4
Cc1ccccc1NC(=O)C1C2CCC(O2)C1C(=O)O (stereo not given)	1.0	-3.0	-1.9	62.8*	0.1	5.3	50.8*	-2.1	-12.5
CCC(C)c1ccc(NC(=O)COC(=O)CCNC(=O)c2ccco2)cc1 (stereo not given)	nt	nt	0.9	2.2	0.2	nt	-5.0	1.4	6.6
Oc1ccc(CNCC2COc3ccccc3O2)cc1 (stereo not given)	0.9	2.6	-9.9	0.2	0.1	4.5	-0.6	-0.7	12.1
CCn1c(C(C)NC(=O)c2cccc(C)c2)n[nH]c1=S (stereo not given)	-12.9	-0.8	4.0	3.9	-0.2	-1.1	-6.0	-2.9	-11.3
CCC(=O)Oc1ccc(C(=O)Nc2cccc(C(=O)c3ccccc3)c2)cc1	7.0	-0.2	3.5	3.8	-0.1	-11.7	-0.3	4.7	9.8
O=C(O)COc1ccc(/C=N/NC(=O)/C(=C/C=C/c2ccccc2)NC(=O)c2ccccc2)cc1	2.5	1.6	6.8	-0.3	0.4	3.5	4.1	-1.9	3.5
COc1ccc(/C=C2\SC(=S)N(CC3CCCO3)C2=O)cc1 (stereo not given)	-3.5	-0.2	4.3	1.5	0.2	2.9	-0.8	-8.1	9.2
Nn1c(SCC(=O)Nc2ccc(F)cc2)nnc1C1CCCCC1	0.6	1.6	6.1	-0.6	0.0	-3.9	-0.6	-1.7	-1.5
Cc1cc2nncn2c(Cc2ccccc2)n1	-1.1	1.3	-3.1	2.5	0.1	-2.8	0.8	-7.5	1.1
Cc1nn(-c2cc(Cl)ccc2Cl)c(C)c1C(=O)O	11.1	-0.1	3.2	0.1	0.2	-2.7	1.8	9.1	15.3
O=C(COC(=O)c1ccc2c(c1)OCO2)NCc1ccc(Cl)cc1	1.4	-0.4	-1.9	-1.3	0.0	-0.8	0.5	7.0	-0.8
COc1ccc(CCNC(=O)c2cc(-c3cc(C)c(C)cc3O)n[nH]2)cc1OC	6.2	1.5	8.7	3.9	0.0	0.8	2.8	8.7	15.1
Cc1c(C(=O)OCc2nnc(-c3ccccc3)o2)oc2ccccc12	nt	nt	1.6	nt	0.2	nt	nt	8.0	-2.4
C=C1c2ccccc2NC(=S)N1Cc1ccc2c(c1)OCO2	16.8	7.6	-0.3	0.9	-0.2	-3.2	-0.1	-8.7	24.1
COCCCNC(=S)N/N=C/c1ccc(O)cc1	-5.2	5.6	-4.5	2.5	0.3	0.6	-8.1	-5.4	-0.8
NC(=O)C1CC(=O)N(c2ccc(OCC(=O)NCc3ccccc3)cc2)C1 (stereo not given)	3.0	-1.7	-6.1	0.7	-0.1	-4.9	2.3	1.3	6.1
CC(C)(C)c1ccc(/C=C2\SC(=O)N(CCNC(=O)c3cccc(S(=O)(=O)N4CCOCC4)c3)C2=O)cc1	8.2	-2.3	-1.4	2.8	0.7	3.0	9.8	7.3	-3.5
O=C(CSc1nncs1)Nc1nnc(-c2ccccc2)o1	10.5	-3.0	0.8	-1.0	0.6	-2.9	-6.1	7.9	-8.1
CC(=O)Nc1ccc(NC(=O)C(C)OC(=O)c2ccc(OCc3c(C)noc3C)cc2)cc1 (stereo not given)	1.8	-1.7	7.2	-0.7	-0.3	-1.9	-1.2	-2.4	-2.6
CC(=O)Nc1nc2cc3c(cc2s1)OCO3	0.2	-1.3	12.6	0.9	0.1	1.2	4.9	17.8	-8.4
CCc1sc(C(=O)Nc2ccc(N3CCOCC3)cc2)cc1C	nt	nt	3.4	nt	-0.1	nt	nt	-2.3	5.6
O=C(c1ccc(Cl)c(S(=O)(=O)NCc2ccccc2)c1)N1CCN(c2ccccn2)CC1	-0.1	-4.1	-4.0	-1.0	-0.1	-1.7	1.1	5.3	-3.6
Cc1cccn2c(=O)c3cc(C(=O)NCC4CCCO4)c(=N)n(C4CCCC4)c3nc12 (stereo not given)	4.0	2.2	-7.9	1.8	0.0	-0.9	-5.9	-10.6	14.3
O=C(c1ccc(-n2cccn2)cc1)N1CCc2c([nH]c3ccccc23)C1c1ccccn1 (stereo not given)	4.5	0.1	-3.2	3.5	0.3	-1.5	-1.5	-0.9	-0.4

Printed as active in PP5 inh (from the list above):
| structure | HCV core dimer | TPT1 inhibitor | procasp3 activ | PP5 inh | Efflux pump inh | JMJD2C inh |
| --- | --- | --- | --- | --- | --- | --- |
| Cc1ccccc1NC(=O)C1C2CCC(O2)C1C(=O)O (stereo not given) | 1.0 | -3.0 | -1.9 | 62.8* | 0.1 | -12.5 |

Additional compounds follow:
SMILES	HCV core dimer	TPT1 inhibitor	procasp3 activ	PP5 inh	Efflux pump inh	Fh CTSL1 inh	PP1 inh	procasp7 counter	JMJD2C inh
Cn1nnnc1SCC(=O)Nc1cccc(S(=O)(=O)N2CCCCC2)c1	nt	nt	0.6	nt	0.3	nt	nt	-3.8	-5.8
COc1ccc2c(c1)C(C)CC(C)(C)N2C(=O)NC1CCCCC1 (stereo not given)	-13.0	-0.6	-2.4	2.7	0.0	0.0	-1.9	-3.4	-5.0
COCC(C)N1C(=O)Cc2c1nc(N)c1c(N)nc(N3CCN(c4ccccc4F)CC3)c(C#N)c21 (stereo not given)	32.5	1.0	-1.2	7.7	0.2	5.3	11.0	-3.3	11.9
Cc1ccc(N(CC(=O)Nc2cc(C)cc(C)c2)S(=O)(=O)c2c(C)noc2C)cc1	5.7	-1.5	3.8	4.1	0.1	3.4	2.2	-4.2	-7.8
CC(=O)OC1C2CCC1C([N+]1(C)CCCCC1)CC2 (stereo not given)	-0.3	-2.1	-1.4	-4.5	0.0	-0.2	-4.0	1.3	-42.2
C=CCn1c(COc2ccc(Cl)cc2)nnc1SCC(=O)N/N=C/c1cccc(O)c1	4.3	3.2	16.0	2.0	0.1	2.2	1.9	0.2	-6.7
O=C(NCCn1cc(SCc2ccc(F)cc2)c2ccccc21)c1ccccc1F	0.8	-1.4	6.6	0.2	-0.3	10.0	0.1	4.2	10.1
NC(=S)Nc1cc(Cl)ccc1Cl	2.9	-2.1	-4.4	-2.4	0.1	0.0	-3.2	4.7	-8.3
COc1ccc(N(C)S(=O)(=O)c2ccc(C)cc2)c([N+](=O)[O-])c1	2.8	-0.3	-4.0	2.9	0.1	-4.0	1.1	1.9	108.2
